USP1 inh = Inhibitors of USP1/UAF1: Primary Screen | AID 743255, 2014 | recombinant USP1/UAF1, Ub-Rhodamine cleavage fluorescence | Potency, µM (top dose mostly 57.1 µM), for inactives: at the highest dose activity change, negative = inhibition, hits mostly inhibitors | hit rate 0.23% among 390,000; further: on the % scale 0 is the no-effect control and ±100 the full control effect; nearly all actives have a fitted effect of over 60% in size; inactives centre near -12
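In this screen, compounds sit with the deubiquitinase complex (1nM) for 15 min at room temperature before Ub-Rho is added at 150nM final. Fluorescence rise is then followed for 6 reads every 60 seconds.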
mIDH1 inhibitor = qHTS for Inhibitors of mutant isocitrate dehydrogenase 1 (IDH1): qHTS; IDH1-R132H enzyme, NADPH consumption, diaphorase/resazurin fluorescence; Potency, µM (series often up to 76.6 µM), inactives show at the highest dose activity change, negative = inhibition, most hits filed as inhibitors; hit rate 0.093% among 390,000; AID 602179, 2012; further: on the % scale 0 is the no-effect control and ±100 the full control effect; nearly all actives have a fitted effect of over 65% in size
Target sequence (O75874 whole entry R132H, stated change not applied): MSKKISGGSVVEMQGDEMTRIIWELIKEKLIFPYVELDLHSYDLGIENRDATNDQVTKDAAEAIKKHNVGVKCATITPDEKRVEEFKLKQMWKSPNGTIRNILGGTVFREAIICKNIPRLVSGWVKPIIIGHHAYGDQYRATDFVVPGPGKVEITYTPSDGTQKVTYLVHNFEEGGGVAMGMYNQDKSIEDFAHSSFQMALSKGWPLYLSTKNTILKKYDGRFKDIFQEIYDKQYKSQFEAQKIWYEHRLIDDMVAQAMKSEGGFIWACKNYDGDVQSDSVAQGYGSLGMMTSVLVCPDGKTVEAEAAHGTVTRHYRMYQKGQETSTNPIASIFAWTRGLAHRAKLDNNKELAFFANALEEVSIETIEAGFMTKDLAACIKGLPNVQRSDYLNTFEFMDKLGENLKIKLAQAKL
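IDH1-R132H (0.5 ug/mL) preincubated 30 min with compound, then NADPH (0.016 mM) and alpha-KG (2 mM) added; 80 min at RT, pH 7.5. Remaining NADPH coupled via diaphorase/resazurin to fluorescence (540/590 nm); concentration-response curves normalized to no-enzyme control.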
RXFP1 ag = qHTS Assay for Agonists of the Relaxin Receptor RXFP1 | HEK293T-RXFP1 cAMP TR-FRET, 30 min; response scale: percent of porcine relaxin response, buffer zero | Potency, µM (doses to about 57.5 µM), without a hit: at the top dose activation, hits mostly activators | hit rate 0.3% among 370,000 | AID 2676, 2010; further: on the % scale 0 is the no-effect control and ±100 the full control effect; nearly all actives have a fitted effect of over 60% in size; many of its hits are not listed in these tables
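cAMP rise read by TR-FRET after 30 min, 37C compound exposure (up to 58 uM) in RXFP1-transfected HEK293 cells with Ro 20174 present. EC50 from Hill-equation fits, with 29 nM porcine relaxin as 100% and buffer as basal.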
Vif-APOBEC3F blk = qHTS for Inhibitors of Vif-A3F Interactions: qHTS; HeLa A3F-eYFP + Vif (tagged APOBEC3F with the HIV-1 protein that degrades it), YFP fluorescence increase; Potency, µM (doses to about 46.1 µM), for inactives: at the highest dose activity, negative = active; hit rate 0.2% among 390,000; AID 602313, 2012; further: % of control where 0% means no effect; nearly all actives have a fitted effect of over 65% in size
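HeLa cells stably expressing A3F-eYFP plus Vif, plated and incubated overnight at 37 deg C, then exposed to compounds overnight at 37 deg C. Blocked degradation read as raised yellow fluorescence (Ex 488/Em 500-530).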
TrxR1 substrate = qHTS Assay for Substrates of Mammalian Selenoprotein Thioredoxin Reductase 1 (TrxR1): qHTS; purified TrxR1 substrate turnover, NADPH consumption readout; Thioredoxin reductase 1, cytoplasmic (Rattus norvegicus), O89049; hit rate 0.01% among 390,000; Potency, µM (doses to about 114 µM), without a hit: top-dose activity change, negative = substrate turnover; further: on the % scale 0 is the no-effect control and ±100 the full control effect; nearly all actives have a fitted effect of over 50% in size
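Rat TrxR1, dispensed at 90 nM, was prereduced with 400 uM NADPH (final) for 5 min at ~22 deg C, then incubated with compound 15 min before 400 uM selenite. A first-read NADPH fluorescence drop versus no-compound background flagged substrates.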
Vif-APOBEC3G blk = qHTS for Inhibitors of Vif-A3G Interactions: qHTS. DNA dC->dU-editing enzyme APOBEC-3G (Homo sapiens), Q9HC16. HeLa A3G-eYFP + Vif (tagged APOBEC3G with the HIV-1 protein that degrades it), YFP fluorescence, overnight. Potency, µM (series often up to 46.1 µM), for inactives: top-dose activity, negative = active, usual class: inhibitors. hit rate 0.076% among 410,000;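 further: on the % scale 0 is the no-effect control and ±100 the full control effect; nearly all actives have a fitted effect of over 60% in size; hits raise eYFP signal because A3G escapes Vif-driven loss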
Target sequence (Q9HC16 whole entry, looked up): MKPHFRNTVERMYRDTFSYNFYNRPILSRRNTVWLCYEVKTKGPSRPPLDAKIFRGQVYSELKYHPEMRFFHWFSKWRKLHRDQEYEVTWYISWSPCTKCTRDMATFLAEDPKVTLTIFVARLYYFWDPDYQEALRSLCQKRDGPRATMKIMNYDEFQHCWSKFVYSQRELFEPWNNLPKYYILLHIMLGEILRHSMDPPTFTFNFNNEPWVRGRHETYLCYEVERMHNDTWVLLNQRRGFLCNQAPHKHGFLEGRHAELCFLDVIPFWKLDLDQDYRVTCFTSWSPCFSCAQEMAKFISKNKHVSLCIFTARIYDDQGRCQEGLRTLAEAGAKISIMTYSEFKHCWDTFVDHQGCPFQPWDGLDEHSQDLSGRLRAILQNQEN
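Read-out is eYFP fluorescence (Ex 488/Em 500-530) from Vif-expressing HeLa A3G-eYFP cells; more signal means A3G escaped Vif-mediated degradation. Cells plated overnight, compound pinned in, incubated overnight at 37 deg C.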
RGS4 inhibitor = Inhibitors of Regulator of G Protein Signaling (RGS) 4: qHTS; Regulator of G-protein signaling 4 (Homo sapiens), P49798; Transcreener GDP fluorescence polarization, RGS4-accelerated GTP hydrolysis; Potency, µM (doses to about 114 µM), for inactives: at the highest dose activity change, negative = inhibition, hits mostly inhibitors; hit rate 0.039% among 390,000; further: on the % scale 0 is the no-effect control and ±100 the full control effect; nearly all actives have a fitted effect of over 75% in size; some results filed as inactive show a strong effect at the top dose
Target sequence (P49798 whole entry, looked up): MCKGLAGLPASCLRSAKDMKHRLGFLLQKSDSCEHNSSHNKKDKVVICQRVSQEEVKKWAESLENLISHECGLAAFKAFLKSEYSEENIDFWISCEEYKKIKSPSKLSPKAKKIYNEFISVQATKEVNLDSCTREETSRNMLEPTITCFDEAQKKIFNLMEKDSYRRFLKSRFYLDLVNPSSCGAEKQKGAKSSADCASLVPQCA
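MLSMR compounds (23 nl, pin-transferred) preincubated 10 min at room temperature with a 500nM (2x) first reagent, then RGS4 at 900nM (2x) plus Transcreener GDP mix added; fluorescence polarization (620/688 nm) read before and after 90 min at 30 °C.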
rTrxR1 inhibitor = qHTS Assay for Inhibitors of Mammalian Selenoprotein Thioredoxin Reductase 1 (TrxR1): qHTS; Thioredoxin reductase 1, cytoplasmic (Rattus norvegicus), O89049; recombinant rTrxR1, NADPH fluorescence consumption, selenite substrate; Potency, µM (top dose mostly 114 µM), without a hit: at the highest dose activity change, negative = inhibition, actives largely listed as inhibitors; hit rate 1% among 390,000; AID 588453, 2011; further: on the % scale 0 is the no-effect control and ±100 the full control effect; nearly all actives have a fitted effect of over 65% in size
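Rat TrxR1 (90 nM in the dispensed reagent) was pre-reduced with 400 uM NADPH for 5 min at room temperature, then incubated with compound for 15 min. After 400 uM selenite was added, NADPH fluorescence (Ex 340/Em 450 nm) was followed for 8 min.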
12-LOX inh = Primary qHTS assay for inhibitors of human arachidonate 12S-lipoxygenase (ALOX12): Round 2; purified 12hLO, xylenol orange hydroperoxide absorbance; Polyunsaturated fatty acid lipoxygenase ALOX12 (Homo sapiens), P18054; Potency, µM (top dose mostly 108 µM), inactives show at the highest dose activity change, negative = inhibition, hits mostly inhibitors; hit rate 1.1% among 580,000; further: on the % scale 0 is the no-effect control and ±100 the full control effect
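Purified human 12hLO at 150 nM in 25 mM Hepes, 0.01% Triton X-100, pH 7.0, preincubated 15 min at room temperature with compound. Reaction started with 40 uM arachidonic acid, 30 min at room temperature. Hydroperoxide measured by Fe-xylenol orange, 573/405 nm absorbance ratio.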
Numbers without * were called inactive; ? = inconclusive; / = not tested or not shown; [ ] = remark or other dose. The call rests on the fitted dose curve; in most records, active means well fitted curve in the direction sought with a large enough effect; inconclusive means small, poorly fitted or top-dose-only effect, or another doubt; inactive means no such curve, though single readings can be large; an effect the other way counts as inactive or inconclusive. Potency means the concentration at half of the fitted maximal effect.

Every second line gives: USP1 inh	mIDH1 inhibitor	RXFP1 ag	Vif-APOBEC3F blk	TrxR1 substrate	Vif-APOBEC3G blk	RGS4 inhibitor	rTrxR1 inhibitor	12-LOX inh
(1) CC(C)(C)NC(=O)C(c1ccccn1)N(C(=O)C1CSC(=O)C1)c1ccccc1F (stereo not given)
  -9.0%	10.2%	0.0%	-5.1%	0.9%	0.6%	11.9%	12.8%	-1.3%
(2) COc1ccc(-c2ccc(CN3C(C(C)C)C(=O)N(Cc4cn(Cc5ccco5)nn4)CCS3(=O)=O)cc2)cc1OC (stereo not given)
  -6.2%	-6.4%	/	-8.6%	/	0.5%	/	/	-22.7%
(3) COc1ccc(CCNc2nc(-c3ccccn3)cs2)cc1OC
  -25.1%	-5.1%	0.6%	?	1.8%	4.5%	-12.5%	7.4%	-0.9%
(4) Cn1cnc(C(=O)N2CCN(C(=O)OC(C)(C)C)CC2)c1C(=O)N1CCN(C(=O)OC(C)(C)C)CC1
  -14.4%	1.0%	-0.1%	2.5%	5.2%	-3.3%	-1.7%	25.6%	?
(5) CCCC(C)NC(=O)c1c2c(nc3ccccc13)CCC2 (stereo not given)
  -2.5%	-1.5%	3.6%	8.1%	9.8%[57.1 µM]	-3.9%	30.8%	0.4%[57.1 µM]	-24.9%
(6) O=C(COc1ccc(Cl)cc1[N+](=O)[O-])N/N=C/c1cccs1
  2.8%	8.3%	0.4%	-1.1%	-7.3%[57.1 µM]	-0.3%	6.3%	-7.8%[57.1 µM]	-15.9%
(7) COc1ccc(S(=O)(=O)Nc2ccc(Cl)cn2)cc1
  -13.0%	0.0%	1.5%	-14.5%	1.4%	4.1%	-16.5%	-5.7%	17.7%
(8) Fc1ccccc1-c1nc2ccccc2[nH]1
  -2.6%	8.6%	-0.9%	9.5%	30.3%[activator]	-0.1%	11.0%[56.9 µM]	12.4%	-4.6%
(9) COc1cc(C(=O)COC(=O)c2c(C)noc2C)cc(OC)c1OC
  -1.8%	-1.9%	/	-4.8%	-3.6%	3.8%	15.9%	1.9%	-15.2%
(10) CN(CC(=O)Nc1cccnc1Cl)S(=O)(=O)c1ccc(Cl)cc1
  -26.9%	-11.5%	-2.1%	-5.7%	4.3%	-0.7%	-9.9%	20.1%	?
(11) CC1(c2ccccc2)NC(=O)N(CC(=O)Nc2ccc([N+](=O)[O-])cc2)C1=O (stereo not given)
  -19.2%	0.0%	-0.3%	1.0%	-3.9%	1.8%	-17.2%	7.8%	?
(12) CC(C#Cc1c([C@@H](C)Oc2ccccc2)nnn1Cc1ccccc1)Oc1ccccc1 (stereo not given in full)
  -26.6%	1.9%	-4.2%	-0.5%	7.4%	-2.3%	3.1%	?	-6.3%
(13) COc1ccccc1NC(=O)COc1ccc(Br)cc1CO
  -0.2%	9.2%	-0.8%	1.9%	0.1%	2.0%	-39.7%	6.9%	6.6%
(14) CCOC(=O)C1=C(COC(=O)C2CC(=O)N(c3ccc(CC)cc3)C2)NC(=O)NC1C (stereo not given)
  -18.2%	10.0%	-2.3%	-2.6%	-5.0%	1.2%	-32.6%	-3.7%	169.3%[activator]
(15) N#CC(C(=O)NC1CC1)c1nc2ccccc2nc1N1CCN(C/C=C/c2ccccc2)CC1 (stereo not given)
  -12.7%	5.6%	-0.3%	8.9%	7.1%	-0.9%	30.9%	14.2%[57.1 µM]	-7.7%
(16) CCn1c(=O)n(CC)c2cc(N3CCCC3)c(NC(=O)c3ccc(C)c([N+](=O)[O-])c3)cc21
  -8.9%	-5.4%	2.7%	-0.4%	-8.2%	1.0%	28.3%[11.4 µM]	-23.3%	-6.3%
(17) CC(C)Oc1ccccc1-c1nc(SCC(=O)c2ccc(F)cc2)n[nH]1
  1.0%	0.0%	-1.8%	-1.9%	-4.9%	-11.1%	-13.6%	-0.1%	?
(18) COc1cccc(NC(=O)NC2CCCCCCC2)c1
  -20.5%	-16.6%	-0.9%	4.0%	-6.0%	-8.3%	25.8%	8.7%	107.8%[activator]
(19) CC(c1ccon1)N(C)Cc1cn(C)nc1-c1cccc(Cl)c1 (stereo not given)
  -6.4%	-4.9%	-0.5%	-28.8%	5.1%[57.1 µM]	-0.8%	24.2%	4.8%[57.1 µM]	-7.9%
(20) O=C(CCNS(=O)(=O)c1ccc(Br)cc1)NCCc1ccccc1
  -15.2%	8.4%	-0.1%	3.9%	2.0%	3.3%	-1.6%	15.6%	3.0%
(21) COC(=O)c1c(C)[nH]c(C(=O)COC(=O)Cn2cc(C(F)(F)F)ccc2=O)c1C
  2.8%	-1.1%	0.7%	-14.4%	-11.5%	-2.4%	18.8%	-14.2%	2.6%
(22) COc1ccc(C(=O)NCCc2nnc(SCC(=O)Nc3ccccc3C(C)C)n2C)cc1
  -12.6%	-3.5%	0.9%	-1.4%	3.3%	-2.6%	6.2%	18.1%	0.0%
(23) CCOC(=O)C1CCCN(Cc2ccccc2F)C1 (stereo not given)
  -4.9%	-2.4%	2.5%	-2.5%	7.5%	0.9%	-12.0%	13.4%	?
(24) Cc1cc(C)nc(N/N=C/c2ccccc2OCc2ccccc2)n1
  -15.8%	-1.3%	-0.8%	-6.9%	6.2%[57.1 µM]	-0.6%	10.0%	6.6%	-13.1%
(25) Cc1cccc(N(C(=O)c2snc(C(N)=O)c2N)C(C(=O)NCC2CCCO2)c2cccs2)c1 (stereo not given)
  -1.0%	-4.1%	-1.7%	8.2%	7.2%	-2.4%	14.5%[56.9 µM]	9.5%	-12.4%
(26) CC(=O)Nc1ccc(NCN2C(=O)C3C4CCC(C4)C3C2=O)cc1 (stereo not given)
  -14.9%	0.7%	0.3%	0.1%	-4.3%	-2.4%	-4.1%	-6.8%	4.5%
(27) O=c1nc(Nc2ccc([N+](=O)[O-])cc2)[nH]c(=O)[nH]1
  -12.9%	2.1%	0.1%	-14.6%	2.5%	-1.4%	-6.2%	7.5%	-21.3%
(28) COc1ccc(NC(=O)C(NC(=O)Cc2cccs2)c2ccc(OC)cc2)cc1 (stereo not given)
  -2.0%	6.7%	1.1%	-13.0%	4.6%	-4.9%	-19.8%	18.5%	-20.4%
(29) Cc1ccc2[nH]c3c(c2c1)CN(C(=O)CN1CCN(c2ccccn2)CC1)CC3
  ?	5.3%	-0.4%	-8.8%	0.8%	-9.7%	-40.0%	-19.5%	-7.8%
(30) C[C@H](NC(=O)c1ncn2c1C(=O)NC[C@@H]2C)C(=O)OC(C)(C)C
  -13.2%	4.0%	/	1.4%	/	1.0%	/	/	27.5%
(31) CCC(C)(C)C1CCC(=NNC(=O)c2ccoc2C)CC1 (stereo not given)
  -2.4%	-0.4%	-0.7%	-6.8%	1.0%	-0.4%	14.4%	1.5%	-1.2%
(32) Cc1cccc(C(=O)N2CCCC(CCC(=O)N3CCN(c4ccccn4)CC3)C2)c1 (stereo not given)
  -19.7%	-1.0%	0.0%	1.8%	12.5%	1.3%	-13.4%	14.3%	-0.1%
(33) CC[C@@H](C)[C@@H]1CN([C@@H](C)CN2CCC[C@H]2CN2C(N)=NC[C@H]2C(C)C)C(=N)N1CCc1ccc(Cl)c(Cl)c1
  -1.9%	-3.7%	/	-2.1%	-2.1%	0.6%	-3.1%	2.7%	-1.0%
(34) CCOc1ccccc1CNC(=O)CCCC(=O)n1nc(C)c2ccccc21
  6.5%	0.5%	-0.3%	3.4%	-4.3%	-0.8%	-8.1%	4.5%	1.6%
(35) O=C(Oc1cccnc1)c1ccccc1[N+](=O)[O-]
  -22.8%	2.7%	0.8%	-3.5%	0.9%	-4.4%	-19.2%	18.3%	-6.9%
(36) Fc1ccccc1-c1nc(NCc2ccco2)c2ccccc2n1
  -6.8%	12.6%	-1.6%	-8.9%	-5.4%[57.1 µM]	-0.8%	3.3%	14.4%[57.1 µM]	-20.1%
(37) Cc1cccc(C)c1N1CCN(CCn2c(=S)[nH]c3ccccc3c2=O)CC1
  -14.3%	-4.7%	-0.1%	-19.5%	-6.7%	-4.5%	2.4%	7.4%	12.5%
(38) Cc1n[nH]c(C)c1N=Nc1cc(Cl)ccc1Cl
  -13.7%	0.8%	4.1%	-9.3%	-9.2%	-5.5%	-1.5%	-5.1%	-1.9%
(39) O=C(C1CCCCC1)N1C[C@@H](O)[C@H](n2cc(-c3ccc(F)cc3)nn2)C[C@@H]1c1ccccc1
  -23.4%	0.5%	/	-9.4%	/	-21.3%	/	/	-24.2%
(40) O=C(NCC(c1cccnc1)N1CCc2ccccc21)c1cccc(C(F)(F)F)c1 (stereo not given)
  -9.0%	-1.7%	3.2%	-1.0%	-2.4%	-5.0%	-3.3%	-5.4%	-9.5%
(41) O=C(c1ccc(OCC2CCCO2)cc1)N1CCN(S(=O)(=O)c2cccc(F)c2)CC1 (stereo not given)
  -14.4%	2.4%	-0.4%	-3.5%	-9.6%	1.0%	-1.4%	-6.7%	5.8%

High-throughput results (PubChem BioAssay)

These rows are one share of the data; rates above refer to the full screens.
